Screening results (PubChem BioAssay)
M. tuberculosis – growth inhibition of non-replicating M. tuberculosis (AID 488890). Mycobacterium tuberculosis non-replicating, growth inhibition; higher % means a stronger effect. inhibition, % at 25 µM; hits with a dose series show IC50 in µM. actives 0.39% (n = 320,000); in the data active = a potency from the dose series; inconclusive = inhibition mostly from about 82% at the one dose, without a potency; inactive = the rest, 99 in 100 with inhibition below about 76%;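 also: plate controls were DMSO cells for no effect and high antibiotic wells for full effect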
VEEV TC-83 Vero – inhibitors of VEEV TC-83 cytopathic effect, confirmation, Vero cells (AID 588727). Vero cells, VEEV TC-83 cytopathic effect inhibition; higher % means a stronger effect. inhibition, % at 20 µM; hits with a dose series show IC50 in µM. actives 0.13% (n = 350,000); in the data active = a potency from the dose series; inconclusive = inhibition mostly from about 14% at the one dose, without a potency; inactive = the rest, 99 in 100 with inhibition below about 12%; also: strong numbers were not always called active
influenza NS1A – H1N1 influenza NS1A inhibitors, functional cell based assay (AID 504329); NS1A functional cell-based assay, percent inhibition; higher % means a stronger effect; actives 0.3% (n = 340,000); inhibition, % at 12.5 µM, or IC50 in µM where a hit was titrated; in the data active = a potency from the dose series; inconclusive = inhibition above about 27% without an active follow-up result; also: strong numbers were not always called active
M. tuberculosis HTS – M. tuberculosis growth inhibition, HTS (AID 449762). actives 0.59% (n = 330,000). one-dose inhibition, % at 25 µM; IC50 in µM for titrated hits. M. tuberculosis H37Rv growth inhibition, 7H9 media; higher % means a stronger effect; in the data active = a potency from the dose series; inconclusive = inhibition above about 70% without an active follow-up result;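 also: bacterial growth assessed after seven days of incubation; strong numbers were not always called active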
PhoP GFP inhibition – PhoP regulon inhibitors, Salmonella typhi PhoP promoter GFP reporter, confirmatory (AID 1850). Salmonella Typhi PhoP-promoter GFP reporter, fluorescence, 4 h; higher % means a stronger effect. inhibition, % at 50 µM, or IC50 in µM where a hit was titrated. actives 0.33% (n = 310,000); in the data active = a potency from the dose series; inconclusive = inhibition mostly from about 25% at the one dose, without a potency; inactive = the rest, 99 in 100 with inhibition below about 19%;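 also: 0% = induced wells with vehicle and 100% = uninduced wells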
VEEV TC-83 Vero 10K pilot screen – further read-out of VEEV TC-83 Vero, marked with its call; inhibition, %; measured here: 10K pilot screen inhibition
The depositor's hits bear a star; i = inactive; ? = inconclusive; . = no result given; & = joins results of further samples.

SMILES	M. tuberculosis	VEEV TC-83 Vero	influenza NS1A	M. tuberculosis HTS	PhoP GFP inhibition	others
C#CCNC(=O)C1=C[C@@H](c2ccccc2)[C@H](CCCO)[C@@H](OCC)O1	3%	0.1%	-7%	-3%	-36%
COCCNC(=S)NNC(=O)c1cc(C2CC2)nc2ccccc12	-22%	2.6%	7%	4%	-6%
CC1(C)NC(=O)N(CCOCCOc2cccc(Oc3ccccc3)c2)C1=O	21%	i	0%	4%	10%
Cc1cc(=O)oc2cc(OCC(=O)N3CCC(C(=O)O)(c4ccccc4)CC3)ccc12	-3%	1.4%	-3%	-3%	6%
CN(CC(=O)Nc1ccc(Cl)c(C(F)(F)F)c1)C(=O)C1(c2ccccc2)CC1	20%	2.8%	-1%	-2%	4%
N#C/C(=C\c1ccc(-c2ccc(C(=O)O)cc2)o1)c1nc2ccccc2[nH]1	.	11%	-5%	.	.
Clc1ccc2[nH]c3c(c2c1)CCc1cn[nH]c1-3	21%	3.5%	11%	63%	80µM*
C=CCN(c1ccccc1)S(=O)(=O)c1ccc2c(c1)NC(=O)C(C)S2 (centres undefined)	21%	4.8%	5%	-1%	4%
Brc1ccc(-c2nnc3sc(CN4CCc5ccccc5C4)cn23)cc1	.	0.1%	15%	.	.
CCOC(=O)C(C)N1N=C(/C=C/c2ccc(OC)cc2)CCC1=O (centres undefined)	3%	2.5%	-6%	5%	4%
COc1ccc(S(=O)(=O)N2CCC(C(=O)NCc3ccco3)CC2)cc1	5%	0.6%	-5%	-8%	2%	VEEV TC-83 Vero 10K pilot screen=0.8
CCN(CC)S(=O)(=O)c1ccc2oc(C(=O)N3CCOCC3)c(C)c2c1	-1%	3.2%	-4%	-2%	0%
O=C(CCCn1c(=S)[nH]c2ccccc2c1=O)N1CCN(c2cccc(Cl)c2)CC1	19%	13%	0%	-3%	4%
CN(C)c1ccnc(Nc2ccccc2)c1C#N	-28%	1.3%	.	-5%	-3%
COc1ccc(OC)c(CCNC(=O)CCc2nnc3ccc(N4CCOCC4)nn23)c1	12%	0.5%	2%	-6%	4%
COc1ccc(CNC(=O)CSc2nc3ccc(C)cc3[nH]2)cc1OC	8%	0.9%	-7%	-1%	-39%
Cc1ccccc1C(=O)NNS(=O)(=O)c1cccc([N+](=O)[O-])c1	-9%	1.2%	-10%	7%	-6%
Cc1cc2c(cc1C)[n+](C)cn2CC(O)COCc1ccccc1 (centres undefined)	30%	1.5%	-3%	-1%	-4%
CN(C)CCn1c2c(c(SCC(=O)N3CCc4ccccc43)nc1=O)CCCC2	5%	2.6%	-1%	-5%	3%
COc1ccc(-c2nc3ncccc3o2)cc1NC(=O)c1ccco1	9%	?	8%	29%	15%
S=C(Nc1cccnc1)N1CCCCC1	4%	0.2%	-3%	5%	-4%
C/C(=N\Nc1nc2ccccc2[nH]1)c1ccc2c(c1)OCO2	?	1.3%	-4%	?	8%
CC1(C)CC[C@]2(C(=O)O[C@@H]3O[C@H](CO)[C@@H](O)[C@H](O)[C@H]3O)CC[C@]3(C)C(=CCC4[C@@]5(C)CC[C@H](O[C@@H]6O[C@H](C(=O)O)[C@@H](O[C@H]7OC[C@@H](O)[C@@H](O)[C@@H]7O)[C@H](O)[C@H]6O)C(C)(C)C5CC[C@]43C)[C@@H]2C1 (some centres undefined)	6%	0.4%	-6%	8%	.	VEEV TC-83 Vero 10K pilot screen=0.8
CCCc1cc(Nc2ccc(C)cc2)n2ncnc2n1	-1%	i	-17%	-3%	-4%
COC(=O)C1=C(c2ccc(OC)c(OC)c2)C[C@@H]2CC[C@H]1N2C(=O)NCc1cc(C)oc1C(F)(F)F	.	2.0%	-18%	-7%	.
CC(C)(C)[C@H]1COC(=O)[C@@H](Cc2ccc(F)cc2)CC/C=C/C[C@@H](CC(=O)N[C@@H](CO)Cc2ccccc2)C(=O)N1	65%	3.6%	-4%	13%	.
COc1ccc(CNC(=O)C2(CC3CC(c4ccccc4)=NO3)CCN(C(=O)C3(C)CC3)CC2)cc1 (centres undefined)	35%	0.3%	-5%	-4%	-2%
O=C(c1ccco1)N1CCN(S(=O)(=O)c2ccc(Br)cc2)CC1	0%	0.2%	-5%	6%	8%
COC(=O)C1CC(O)CN1C(=O)NC1CCCCC1 (centres undefined)	2%	.	.	4%	-3%
COCCCNC(=O)c1oc2ccc(S(=O)(=O)N(C)C3CCCCC3)cc2c1C	18%	2.0%	-6%	5%	1%
COc1ccc(CCNC(=O)COC(=O)/C=C/c2cccs2)cc1	31%	0.5%	5%	-10%	5%
CCn1cc(Br)c(C(=O)Nc2cccc(SC)c2)n1	4%	2.3%	8%	10%	17%
CN1CC(=O)N(C)c2nc(Br)n(C)c2C1=O	24%	0.1%	-3%	0%	7%
CC(C)OCCCN(C)C1CCN(S(=O)(=O)c2ccc(-c3cc(C(F)(F)F)no3)s2)CC1	75%	i	-2%	26%	-1%
COc1ccc(CN=C2NN=C(c3ccccc3)CS2)cc1	38%	2.6%	-12%	11%	-16%
CCOc1cc(/C=N/NC(=O)c2cccnc2)ccc1OC(=O)c1ccco1	5%	2.3%	-12%	-4%	-5%
Oc1ccc(O)c(Cc2nc3ccccc3[nH]2)c1	13%	1.2%	3%	0%	-5%
Cc1c(NS(=O)(=O)c2ccc(S(=O)(=O)c3ccccc3)s2)c(=O)n(-c2ccccc2)n1C	5%	3.0%	-18%	3%	-4%
CCOc1ccc(C(=O)NC(=S)Nc2ccc(NC(=O)C(C)C)cc2)cc1[N+](=O)[O-]	-5%	5.7%	4%	10%	-3%
O=C(/C=C/c1cn(-c2ccccc2)nc1-c1cccnc1)c1ccco1	54%	11%	6%	15µM*	5%

Four structures out of the list, arranged by length of the SMILES, smallest number first:
SMILES	M. tuberculosis	VEEV TC-83 Vero	influenza NS1A	M. tuberculosis HTS	PhoP GFP inhibition	others
Oc1ccc(O)c(Cc2nc3ccccc3[nH]2)c1	13%	1.2%	3%	0%	-5%
C/C(=N\Nc1nc2ccccc2[nH]1)c1ccc2c(c1)OCO2	?	1.3%	-4%	?	8%
CCOc1ccc(C(=O)NC(=S)Nc2ccc(NC(=O)C(C)C)cc2)cc1[N+](=O)[O-]	-5%	5.7%	4%	10%	-3%
CC1(C)CC[C@]2(C(=O)O[C@@H]3O[C@H](CO)[C@@H](O)[C@H](O)[C@H]3O)CC[C@]3(C)C(=CCC4[C@@]5(C)CC[C@H](O[C@@H]6O[C@H](C(=O)O)[C@@H](O[C@H]7OC[C@@H](O)[C@@H](O)[C@@H]7O)[C@H](O)[C@H]6O)C(C)(C)C5CC[C@]43C)[C@@H]2C1 (some centres undefined)	6%	0.4%	-6%	8%	.	VEEV TC-83 Vero 10K pilot screen=0.8

Other results follow:
SMILES	M. tuberculosis	VEEV TC-83 Vero	influenza NS1A	M. tuberculosis HTS	PhoP GFP inhibition	others
CSc1ccc(S(=O)(=O)NCC(=O)OCC(=O)N(C)CC(=O)Nc2ccccc2Cl)cc1[N+](=O)[O-]	-3%	i	2%	-4%	3%
C#CCOCCOCCOCCNc1nc(N2CCN(C(=O)CCCCCCCCCCNC(=O)Cn3cc(CCCCCN)nn3)CC2)nc(N2CCN(C(=O)CCCCCCCCCCNC(=O)[C@@H](CCSC)n3cc(CCO)nn3)CC2)n1	0%	1.7%	21%	58%	2%
O=C(O)c1cc(-c2ccccc2)n(-c2ccccc2C(=O)O)n1	-21%	0.2%	-4%	-4%	-9%	VEEV TC-83 Vero 10K pilot screen=1.4
O=C(CN1CCN(c2ccccc2F)CC1)NC(=O)NC1CCCCC1	21%	2.6%	-3%	-2%	.
Cc1ccc(-c2csc(NC(=O)C[n+]3cc(-c4ccc(C)cc4)n4c3CCC4)n2)cc1	?	2.5%	2%	?	25µM*
OC(COc1ccc(Br)cc1)CN1CCC(Cc2ccccc2)CC1 (centres undefined)	71%	i	5%	12%	6%
Cc1nc2c(cnn2-c2ccccc2)c(=O)[nH]1	-6%	2.2%	-18%	-5%	5%
COc1ccc(-c2cc(C(F)(F)F)nc(NCc3cccs3)n2)cc1	2%	1.0%	0%	2%	-4%
Cc1[nH]nc2c1C(c1c[nH]c3ccccc13)C(C#N)=C(N)O2 (centres undefined)	4%	1.3%	.	-4%	5%
CN(C)C=C1C(=O)N(C2CCCCC2)C(=O)N(C2CCCCC2)C1=O	1.6µM*	0.1%	-7%	7%	5%
COc1ccc(N2C(=O)CN(Cc3ccc(OC)c(OC)c3)C2=S)cc1	1%	0.8%	-2%	-8%	-4%
Cc1cccc(Nc2nnc(SCC3CCCCO3)s2)c1C (centres undefined)	60%	2.9%	0%	6%	1%
CCOc1ccc(N(C(C)C(=O)Nc2ccc(OC)cc2)S(C)(=O)=O)cc1 (centres undefined)	2%	0.7%	-4%	-11%	-4%
CCCn1c(SCC(=O)Nc2c(CC)cccc2CC)nnc1C(C)C	7%	i	1%	-4%	0%
O=C(COC(=O)c1ccccc1Cl)NC1CCCCCCC1	.	1.4%	-15%	.	.
O=C(O)C1=C[C@H](c2ccccc2)C[C@H](OCCCCO)O1	22%	0.3%	12%	-2%	-5%	VEEV TC-83 Vero 10K pilot screen=0.9
COc1ccc(-c2nc(N3CCCC3)[nH]c(=O)c2C#N)cc1	0%	5.0%	-3%	-2%	-9%
COC(=O)C1CCN(c2ccc([N+](=O)[O-])cc2[N+](=O)[O-])CC1	31%	3.7%	3%	-1%	-7%
COc1ccc(OC)c(/C=C/C(=O)N2CCN(S(=O)(=O)c3ccc(C)cc3C)CC2)c1	6%	9.7%	-8%	-5%	.
Cc1ccc(NC(=O)CSC2=NCCN2)cc1	-11%	3.9%	1%	0%	-9%
O=C(CCc1ccccc1)Nc1ccc(F)c([N+](=O)[O-])c1	4%	2.6%	-2%	1%	-6%
CCOC(=O)c1c(NC(=O)COC(=O)c2ccc([N+](=O)[O-])cc2)sc(C(=O)N(C)C)c1C	38%	2.1%	-9%	?	-6%
COc1cc(-c2nc(-c3cccnc3)no2)cc(OC)c1OC	-30%	11%	6%	-2%	-5%
c1ccc(-c2ccccc2OCCCCn2ccnc2)cc1	i	i	-15%	13µM*	-5%
Cc1ccc2nc(-c3ccc(NC(=O)CNC4CC4)cc3)sc2c1	.	7.9%	-1%	.	.
CCOC(=O)Cc1csc(NS(C)(=O)=O)n1	-7%	0.3%	-10%	2%	-1%
CC(=O)c1cccc(OCC(=O)N2CCN(CC(=O)Nc3cccc(F)c3)CC2)c1	-4%	1.3%	1%	-12%	.
O=C(NCCO)C(=O)NCC1OCCCN1S(=O)(=O)c1cccs1 (centres undefined)	22%	0.2%	9%	2%	6%
CCS(=O)(=O)c1nc(S(=O)(=O)c2ccc(Cl)cc2)c(N2CCC(O)CC2)s1	-4%	i	-1%	5%	-11%
Nc1nonc1-c1noc(CCCN2C(=O)c3ccccc3C2=O)n1	-3%	i	10%	-8%	-9%
O=C(O)C(O)C(O)c1nc2ccccc2[nH]1 (centres undefined)	30%	1.6%	-4%	4%	6%
CC(C)c1ccc(NC(=O)NC2CCN(CC(=O)Nc3cccc4ccccc34)CC2)cc1	-3%	7.5%	1%	1%	-5%
COc1ccc2nc3oc(C(=O)N4CCN(c5cccc(Cl)c5)CC4)cc3cc2c1	15%	1.5%	-2%	-4%	-10%
CCOC(=O)N1CCC(NCCNC(=O)c2ccccc2)CC1	-26%&-29%	1.8%&0.2%	-1%&16%	-9%&-8%	-2%
COc1cc(OC)cc(C(=O)NCCS(=O)(=O)N2CCN(Cc3ccccc3)CC2)c1	15%	0.1%	-2%	4%	3%
COc1ccc(N(C)S(=O)(=O)c2cccc(C(=O)N3CCN(S(=O)(=O)c4ccc(C)cc4)CC3)c2)cc1	24%	4.7%	-6%	-3%	0%
Cc1ccc(S(=O)(=O)c2cnc3cc(C)nn3c2N)cc1	0%	1.2%	2%	6%	7%
O=C(NCc1ccc(Cl)cc1)C1CCN(S(=O)(=O)c2ccc(N3CCCC3=O)cc2)CC1	0%	i	-3%	2%	-3%
NC(=O)C1CCN(c2nc(-c3cccs3)cs2)CC1	66%	3.9%	8%	70%	.
NC(=O)c1ccc2c(c1)OCCO2	-10%	i	-11%	0%	7%
CCCCCC(=O)Nc1cccc(C2=NOC3(C2)C[C@H](C(N)=O)N(C(=O)c2ccccc2)C3)c1 (some centres undefined)	7%	i	-3%	3%	1%
CCCC(C(=O)NCc1ccco1)N(C(=O)CNS(=O)(=O)c1ccccc1)c1ccccc1OC (centres undefined)	15%	i	-1%	6%	-12%
COc1ccc(OC(=O)c2cccc([N+](=O)[O-])c2)c(C(=O)/C=C/c2cccs2)c1	?	8.0%	9%	29%	-5%
